OX1R antag-1: OX1R (HCRTR1) antagonists, primary screen, fluorescence, CHO/OX1R cells, Fluo-8 calcium, orexin A. 330,000 compounds, 0.43% hits. Fluo-8 calcium fluorescence. AID 434989, 2010. Orexin/Hypocretin receptor type 1 (Homo sapiens), O43613. inhibition, % at 5 µM;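 active means inhibition above its plate's threshold, mean inhibition of all tested compounds on the plate plus 3 SD, cut at about 37% in these data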;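 further: 0% = orexin A challenge wells and 100% = SB-334867-A antagonist wells; not every result past the cut was called active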
Target sequence (O43613 whole entry, looked up): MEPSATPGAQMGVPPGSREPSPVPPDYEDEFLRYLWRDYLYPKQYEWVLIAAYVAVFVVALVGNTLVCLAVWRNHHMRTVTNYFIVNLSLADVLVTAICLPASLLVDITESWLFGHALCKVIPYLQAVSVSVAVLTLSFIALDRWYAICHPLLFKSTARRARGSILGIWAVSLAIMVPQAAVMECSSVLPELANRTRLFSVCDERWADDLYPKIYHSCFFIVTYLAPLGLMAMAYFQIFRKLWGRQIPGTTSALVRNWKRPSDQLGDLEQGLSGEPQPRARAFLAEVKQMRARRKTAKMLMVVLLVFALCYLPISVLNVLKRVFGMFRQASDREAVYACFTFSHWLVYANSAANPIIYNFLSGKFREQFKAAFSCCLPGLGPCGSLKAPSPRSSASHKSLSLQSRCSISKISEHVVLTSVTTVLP
OX1R antag-2: antagonists of human orexin 1 receptor (OX1R) | Orexin/Hypocretin receptor type 1 (Homo sapiens), O43613 | OX1R-expressing cells, FRET antagonist read-out | inhibition, % at 6.6 µM | 330,000 compounds, 1.8% hits | AID 485270, 2010; in the data active means inhibition mostly above about 38%, no sharp cut-off; inactive means mostly below about 40%;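 further: 0% = agonist challenge alone and 100% = reference antagonist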
An asterisk follows results filed as active.

SMILES	OX1R antag-1	OX1R antag-2
CCN(CC)C(=O)COc1cccc2ccccc12	-7	14
CCOC(=O)c1ccc(NC(=O)CSc2nc3sc(C(=O)O)c(C)c3c(=O)[nH]2)cc1	-2	-1
Cn1cnnc1SCC(=O)c1ccc2c(c1)OCCO2	2	8
CC(NC(=O)CSc1n[nH]c(=O)[nH]c1=O)C1CC2CCC1C2 (stereo unspecified)	3	5
CC(=O)N/N=C/c1cc2c(cc1[N+](=O)[O-])OCO2	-4	98*
CC(C)c1ccc(OCC(=O)NN2C(=O)c3ccccc3C2=O)c(Br)c1	-17	8
CCN(CC)CCN(C(=O)c1ccc2c(c1)CCCC2)c1nc2ccc(OC)cc2s1	-20	17
O=C(CCC(=O)c1ccccc1)Nc1cccnc1	8	14
O=C(OCC(=O)N1CCN(c2ccccc2)CC1)c1cc(Br)ccc1Cl	-5	2
COc1cc(OC)cc(C(=O)N[C@H](C(=O)N2CCc3ccccc32)C(C)C)c1	-36	21
O=c1oc(CCCO)cc2ccccc12	3	5
Cc1c(Nc2cc(=O)oc3ccccc23)c(=O)n(-c2ccccc2)n1C	-14	2
O=C(c1ccccc1)N1CCN(C(=O)c2ccncc2)CC1	-8	16
CN(c1ccccc1)S(=O)(=O)c1cccc(NC(=O)C2=NN(c3ccccc3)C(=O)CC2)c1	14	13
Cc1cc(C)n(CCCNC(=O)C2CC(=O)N(Cc3ccccc3)C2)n1 (stereo unspecified)	-11	18
Cc1ccc2nc(Nc3ccc(Cl)cc3)c3nncn3c2c1	-34	14
c1ccc(CNCCN2CCNCC2)nc1	7	4
COc1ccc2c(c1)C1=NN(/C(C)=C/C(C)=O)C(c3cccc(F)c3)C1CC2 (stereo unspecified)	-23	11
O=C(O)c1cc2cc(OCc3ccccc3)ccc2[nH]1	-8	30
COC(=O)/C(=C/c1ccccc1)NC(=O)c1ccco1	-10	9
O=C(NC1c2ccccc2-c2ccccc21)N1CCOCC1	-25	11
O=C(O)c1cccc(NC(=O)c2cccc(NC(=O)C3CCCO3)c2)c1 (stereo unspecified)	16	-1
O=C(CSc1nc2ccc(Cl)cc2[nH]1)Nc1ccc2[nH]c(=O)[nH]c2c1	-1	13
O=C(NCCCn1ccnc1)/C(=C/c1ccco1)NC(=O)c1ccco1	-12	5
Cc1ccc(S(=O)(=O)N(C)C)cc1NC(=O)COC(=O)C1CCCC1	-21	14
CCN(CC)CCCNc1ccc(-c2nnc(-c3ccc(OCC(C)C)cc3)o2)cn1	-2	18
CCCc1cc(=O)[nH]c(SCC(=O)Nc2nonc2N)n1	-11	-2
Cc1c(C(=O)Nc2c3c(nn2C(C)(C)C)CS(=O)(=O)C3)cccc1[N+](=O)[O-]	-2	23
CCOC(=O)NC(=O)/C(C#N)=N\Nc1cccc(OC)c1	-4	9
CC(C)(C)c1ccc(N2C(=N)SCC2=O)cc1	-10	8
O=C(C(=O)N1CCN(c2ccc(F)cc2)CC1)c1cn(CC(=O)N2CCOCC2)c2ccccc12	-31	1
CC1CCN(c2nc3c(N)ncnc3n2[C@@H]2O[C@H](CO)[C@@H](O)[C@H]2O)CC1	-12	5
COC(=O)c1cc(COC(=O)COc2ccc(C)c(C)c2)oc1C	-6	12
CCOc1ncccc1C(=O)Nc1ccc(-c2cn3ccsc3n2)cc1	-10	23
Cc1cc(C)cc(N(CC(=O)NC2CCCCC2)C(=O)c2ccc(C)s2)c1	19	19
CC(Nc1ccc(Br)cc1)C(=O)N/N=C/c1ccccc1OCc1ccccc1 (stereo unspecified)	-7	10
CCOc1ccc(CCNC(=O)c2ccc(Cl)c(S(=O)(=O)N3CCOCC3)c2)cc1OCC	-35	3
COCCn1c(=NC(=O)CSCC(=O)N2CCOCC2)sc2cc(C)ccc21	-22	21
CS(=O)(=O)N1CCC(C(=O)Nc2cccc(Br)c2)CC1	3	9
CC(=O)c1ccc(C(=O)N(C)C2CCCN(Cc3ccccc3F)C2)s1 (stereo unspecified)	-20	14

31 entries from above, reformatted.
OX1R antag-1 | OX1R antag-2 | canonical_smiles
-36 | 21 | COc1cc(OC)cc(C(=O)N[C@H](C(=O)N2CCc3ccccc32)C(C)C)c1
3 | 5 | O=c1oc(CCCO)cc2ccccc12
-14 | 2 | Cc1c(Nc2cc(=O)oc3ccccc23)c(=O)n(-c2ccccc2)n1C
-8 | 16 | O=C(c1ccccc1)N1CCN(C(=O)c2ccncc2)CC1
14 | 13 | CN(c1ccccc1)S(=O)(=O)c1cccc(NC(=O)C2=NN(c3ccccc3)C(=O)CC2)c1
-11 | 18 | Cc1cc(C)n(CCCNC(=O)C2CC(=O)N(Cc3ccccc3)C2)n1 (stereo unspecified)
-34 | 14 | Cc1ccc2nc(Nc3ccc(Cl)cc3)c3nncn3c2c1
7 | 4 | c1ccc(CNCCN2CCNCC2)nc1
-23 | 11 | COc1ccc2c(c1)C1=NN(/C(C)=C/C(C)=O)C(c3cccc(F)c3)C1CC2 (stereo unspecified)
-8 | 30 | O=C(O)c1cc2cc(OCc3ccccc3)ccc2[nH]1
-10 | 9 | COC(=O)/C(=C/c1ccccc1)NC(=O)c1ccco1
-25 | 11 | O=C(NC1c2ccccc2-c2ccccc21)N1CCOCC1
16 | -1 | O=C(O)c1cccc(NC(=O)c2cccc(NC(=O)C3CCCO3)c2)c1 (stereo unspecified)
-1 | 13 | O=C(CSc1nc2ccc(Cl)cc2[nH]1)Nc1ccc2[nH]c(=O)[nH]c2c1
-12 | 5 | O=C(NCCCn1ccnc1)/C(=C/c1ccco1)NC(=O)c1ccco1
-21 | 14 | Cc1ccc(S(=O)(=O)N(C)C)cc1NC(=O)COC(=O)C1CCCC1
-2 | 18 | CCN(CC)CCCNc1ccc(-c2nnc(-c3ccc(OCC(C)C)cc3)o2)cn1
-11 | -2 | CCCc1cc(=O)[nH]c(SCC(=O)Nc2nonc2N)n1
-2 | 23 | Cc1c(C(=O)Nc2c3c(nn2C(C)(C)C)CS(=O)(=O)C3)cccc1[N+](=O)[O-]
-4 | 9 | CCOC(=O)NC(=O)/C(C#N)=N\Nc1cccc(OC)c1
-10 | 8 | CC(C)(C)c1ccc(N2C(=N)SCC2=O)cc1
-31 | 1 | O=C(C(=O)N1CCN(c2ccc(F)cc2)CC1)c1cn(CC(=O)N2CCOCC2)c2ccccc12
-12 | 5 | CC1CCN(c2nc3c(N)ncnc3n2[C@@H]2O[C@H](CO)[C@@H](O)[C@H]2O)CC1
-6 | 12 | COC(=O)c1cc(COC(=O)COc2ccc(C)c(C)c2)oc1C
-10 | 23 | CCOc1ncccc1C(=O)Nc1ccc(-c2cn3ccsc3n2)cc1
19 | 19 | Cc1cc(C)cc(N(CC(=O)NC2CCCCC2)C(=O)c2ccc(C)s2)c1
-7 | 10 | CC(Nc1ccc(Br)cc1)C(=O)N/N=C/c1ccccc1OCc1ccccc1 (stereo unspecified)
-35 | 3 | CCOc1ccc(CCNC(=O)c2ccc(Cl)c(S(=O)(=O)N3CCOCC3)c2)cc1OCC
-22 | 21 | COCCn1c(=NC(=O)CSCC(=O)N2CCOCC2)sc2cc(C)ccc21
3 | 9 | CS(=O)(=O)N1CCC(C(=O)Nc2cccc(Br)c2)CC1
-20 | 14 | CC(=O)c1ccc(C(=O)N(C)C2CCCN(Cc3ccccc3F)C2)s1 (stereo unspecified)

The listing picks up, starting 2 compounds before the break.
SMILES	OX1R antag-1	OX1R antag-2
CS(=O)(=O)N1CCC(C(=O)Nc2cccc(Br)c2)CC1	3	9
CC(=O)c1ccc(C(=O)N(C)C2CCCN(Cc3ccccc3F)C2)s1 (stereo unspecified)	-20	14
CC(C(=O)Nc1cc(C(F)(F)F)ccc1N1CCOCC1)N1C(=O)C2CC=CCC2C1=O (stereo unspecified)	-9	14
Cc1ccc(NS(=O)(=O)c2cccc(C(=O)NNC(=O)c3ccco3)c2)c(C)c1	-23	29
O=C(Cn1c(-c2cscn2)nc2ccccc21)Nc1ccccc1F	-10	7
CN(Cc1ccccc1F)c1nc(-c2cccnc2)nc2ccccc12	-27	19
CC(=O)CN1C(=O)NC(c2ccccc2)(c2ccccc2)C1=O	-21	8
CCOC(=O)C1(CCOc2ccccc2)CCN(Cc2cccc(OC)c2OC)CC1	-17	22
COc1cc2[nH]c(=O)n(C3CCCCC3)c(=O)c2cc1OC	-10	32
CC(=O)NC1(C(F)(F)F)C(=O)Nc2c1c(=O)[nH]c(=O)n2CC(C)C (stereo unspecified)	-3	21
COCC(=O)OCC(=O)Nc1ccc(Cl)cc1[N+](=O)[O-]	4	99*
COCCNC(=O)c1c(N)n(/N=C/c2cccs2)c2nc3ccccc3nc12	-39	15
CCC[N+]1(CC#CC(O)(c2ccccc2)C2CCCCC2)CCCCC1 (stereo unspecified)	-8	2
Cc1oc(-c2ccccc2Cl)nc1CSCC(=O)NC1CC1	-1	14
CCCCN(CC)C(=S)Nc1ccc2nc3n(c(=O)c2c1)CCCCC3	-13	6
COc1ccccc1C(=O)Nc1ccncc1	-4	-4
CCSC1=N/C(=C\c2cccc(F)c2)C(=O)S1	9	13
Cc1c(C(=O)N2CCN(S(=O)(=O)c3ccc(F)cc3)CC2)oc2ccccc12	-13	12
CSc1nc2[nH]c3c(c2c2ncnn12)CCCC3	-4	34
CCOc1cccc2cc(C(=O)NCc3cccnc3)c(=O)oc12	-4	12
C[C@@H]1CN([C@@H](C)CO)C(=O)c2cc(NC(=O)C3CC3)ccc2O[C@H]1CN(C)C	-8	1
COc1ccc2c(c1)C1NC(=S)NC(C)(O2)C1C(=O)Nc1ccccc1C (stereo unspecified)	-34	29
C[C@H](CO)N1C[C@H](C)[C@H](CN(C)S(=O)(=O)c2cccs2)Oc2ccc(NC(=O)Nc3ccc4c(c3)OCO4)cc2CC1=O	-18	6
COc1cc(C(=O)NC(=S)Nc2cccc3nc(C)ccc23)cc(OC)c1OC	-29	1
Cc1ccccc1NP(=O)(c1ccccc1)c1nc2ccccc2s1 (stereo unspecified)	-26	11
CCO[C@H]1OC(C(=O)O)=C[C@@H](c2ccc(C(F)(F)F)cc2)[C@@H]1CCCO	-1	39
NNc1nc(-c2ccccc2Cl)nc2ccccc12	-32	8
Cc1ccc(-c2nc(N)s[n+]2-c2ccccc2)cc1	-10	9
COc1ccc(C(=O)N2CCN(Cc3cn[nH]c3-c3ccc(OC)cc3F)CC2)cc1	7	-1
Cc1cc(OCC(=O)OCC(=O)NCC2CCCO2)ccc1Cl (stereo unspecified)	-5	-4
CCn1c(=O)c(=O)[nH]c2cc(C(=O)NCC3CCCCC3)ccc21	-20	6
CC1(C)CNc2cc([N+](=O)[O-])ccc2S1	3	16
Cc1ccc(NC(=O)N2CCN(c3ccccn3)CC2)cc1	-11	2
Clc1cc2cccnc2c2ccccc12	3	25
CC1CCC(C(=O)c2c(O)c3ccccc3oc2=O)CC1 (stereo unspecified)	-9	19
CC1CCN(c2ccc3nnc(CCC(=O)NC(C)C)n3n2)CC1	-11	1
Cc1ccc(S(=O)(=O)NCC2CCC(C(=O)NCCCOC(C)C)CC2)cc1 (stereo unspecified)	-7	8
COc1ccc(N2CCN(C(=O)Nc3ccccc3C)CC2)cc1	-2	12
COc1ccccc1OCCCCOc1ccccc1C(C)=O	-15	29
COc1cc2c(cc1C1NC(=S)NC(C)=C1C(N)=O)CCCC2 (stereo unspecified)	-19	3
O=[N+]([O-])c1ccc(SCc2c(F)cccc2Cl)nc1	-19	10
COc1cccc(C2CC(=O)C3=C(C2)Nc2ccccc2N(C(=O)CCC(=O)O)C3c2ccc(F)cc2)c1 (stereo unspecified)	-9	24
CCOC(=O)c1ccccc1NC(=O)CN(c1ccccc1C)S(C)(=O)=O	-21	9
O=C1CC(C(=O)N2CCC(N3CCC(C(=O)NC4CC4)CC3)CC2)c2ccccc21 (stereo unspecified)	-7	5
CCOc1ccc(NC(=O)CCNS(=O)(=O)c2ccc(Br)s2)cc1	-12	3
Cc1c(NC(=O)COC(=O)c2ccc(Br)o2)c(=O)n(-c2ccccc2)n1C	-12	0
CCOC(=O)CCCNC(=O)COC(=O)CCC(=O)c1ccc(F)cc1	-7	15
Cc1cccc2cc(C(c3nnnn3CC3CCCO3)N3CCOCC3)c(=O)[nH]c12 (stereo unspecified)	-25	31
CC(C)(C)OC(=O)[C@H](NC(=O)OCc1ccccc1)c1ccccc1	-16	10
Cc1csc(NC(=O)CSc2nc(=O)cc(N)n2-c2ccc(F)cc2)n1	-11	-1
FC(F)(F)c1ccc(Oc2ccccc2Cl)nc1	-10	2
CCOc1ccc(NC(=O)C(c2ccccn2)N(C(=O)CCl)c2ccc(OCC)cc2)cc1 (stereo unspecified)	-19	11
Cc1c(N2C(=O)c3ccc4c5c(ccc(c35)C2=O)CC4)c(=O)n(-c2ccccc2)n1C	-14	34
CC(=O)c1c(C)nn(CC(O)Cn2c3c(c4cc(C)ccc42)CCCC3=O)c1C (stereo unspecified)	-21	27
Oc1ccc(N2CCN(c3nc(-c4cccs4)nc4ccccc34)CC2)cc1	-2	33
COc1ccccc1-c1nnc(SCC(=O)NC2CCCCC2)o1	-31	0
Cc1[nH]c(=O)c(C#N)c(C)c1[N+](=O)[O-]	-11	2
Cc1cccc(C(=O)NNC(=O)c2ccc(-c3ccccc3)cc2)c1	-10	-3

Outcome played no part in choosing rows; overall some 2.1% were active at least once.
